Runt-SMMHC FRET: inhibitors of human RUNX1 Runt domain binding to CBFb-SMMHC. Q01196+Q13951. Cerulean-Runt/Venus-CBFb-SMMHC FRET ratio 530/480, 1 h. inhibition, % at 20 µM. actives 0.74% (n = 220,000);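 active = mean inhibition across duplicate retests at 20 µM reaching about 50%, limit read from the data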;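 note: 0% = DMSO wells and 100% = wells with excess untagged CBFb-SMMHC; inhibitors lower the FRET ratio by blocking Runt binding to CBFb-SMMHC; some results filed as inactive read as strong as hits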
MDM2 E3 inh: blocks human Mdm2 ubiquitin ligase activity; actives 0.11% (n = 210,000); Q00987; signal enhancement, % at 5 µM; cell-based MDM2 ubiquitination luciferase reporter, 2 h; 0 = plate control, 100 = twice control, blank-subtracted;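 active = signal enhancement of 30% or more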;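 note: luminescence tracks abundance of the self-degrading MDM2-luciferase fusion protein; higher signal means inhibition of MDM2 E3 ligase activity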
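Buffer or medium: Cells held in DMEM | Assay system: Stable mammalian line carrying autodegrading MDM2–luciferase fusion reporter | Quantity: 2000 cells/well | Times: 4 h settle plus 2 h compound, 37 °C | Doses: One concentration, 5 µM, with 0.2% DMSO | Technique: Luminescence with SteadyLite reagent, 15 min at room temperature | Benchmarks: Plate controls and plate blanks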
Tb hexokinase: blocks Trypanosoma brucei hexokinase 1 activity; AID 1430; inhibition, % at 10 µM; actives 0.11% (n = 220,000); recombinant TbHK1, G6PDH-coupled NADH A340;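 active = inhibition of 50% or more in the single-dose primary screen; inactive = inhibition below 50%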
Hck Nef HTS: human Hck-Nef kinase inhibition. P08631. Recombinant Hck-YEEI plus Nef, Z-Lyte FRET kinase assay. inhibition, % at 20 µM. actives 0.68% (n = 220,000). AID 463187;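 active = Hck-Nef kinase inhibition above about 50%, limit read from the data; inactive = inhibition below that limit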;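 note: 0% = DMSO with Hck plus Nef and 100% = Hck alone without Nef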
Target sequence (P08631 whole entry, looked up): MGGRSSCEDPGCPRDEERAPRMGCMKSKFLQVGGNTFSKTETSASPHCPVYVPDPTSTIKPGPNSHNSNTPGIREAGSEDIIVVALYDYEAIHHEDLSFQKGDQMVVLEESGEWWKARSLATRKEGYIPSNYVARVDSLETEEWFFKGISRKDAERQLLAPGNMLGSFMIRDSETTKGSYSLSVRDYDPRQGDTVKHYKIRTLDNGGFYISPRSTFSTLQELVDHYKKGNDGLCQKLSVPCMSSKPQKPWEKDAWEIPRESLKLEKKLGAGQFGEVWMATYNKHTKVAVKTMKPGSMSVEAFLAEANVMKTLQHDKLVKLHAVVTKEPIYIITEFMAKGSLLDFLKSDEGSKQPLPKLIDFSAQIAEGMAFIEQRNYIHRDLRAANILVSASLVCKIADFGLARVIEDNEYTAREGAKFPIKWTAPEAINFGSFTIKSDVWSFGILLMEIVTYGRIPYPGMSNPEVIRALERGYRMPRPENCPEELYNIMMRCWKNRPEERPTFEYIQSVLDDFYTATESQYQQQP
NCF1 inh: blocks human p47phox regulatory protein of NADPH oxidases. actives 0.53% (n = 220,000). p47phox/p22phox peptide binding, fluorescence polarization, 2 h. inhibition, % at 24.7 µM. P14598;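 active = inhibition above about 30%, limit read from the data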;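 note: 0% = p47phox with labelled peptide and 100% = labelled peptide alone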
L929 necroptosis: L929 zVAD cell death inhibition. AID 1377. viability rescue, % at 10 µM. actives 0.38% (n = 220,000). L929 zVAD necroptosis rescue, ATP luminescence, 24 h; with zVAD 60 µM;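 active = activation, scaled between plate controls, above about 75%, limit read from the data; inactive = activation under that limit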;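 note: 0% = zVAD with DMSO and 100% = DMSO alone without zVAD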
EBV gp42 block: blocks Epstein-Barr virus glycoprotein 42 binding. Fluorescence polarization binding assay, mP read-out. actives 0.42% (n = 220,000). inhibition, % (tested at 21.74 µM). AID 1085; in the data active = inhibition above about 50%
Target sequence (Q1HVG2 whole entry, looked up): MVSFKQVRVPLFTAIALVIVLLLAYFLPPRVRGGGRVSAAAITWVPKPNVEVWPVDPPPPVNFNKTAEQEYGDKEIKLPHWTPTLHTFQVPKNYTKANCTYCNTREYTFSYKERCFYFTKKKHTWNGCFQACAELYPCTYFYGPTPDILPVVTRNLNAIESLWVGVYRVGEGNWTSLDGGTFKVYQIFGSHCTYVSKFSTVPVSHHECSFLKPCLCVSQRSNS
Runt-CBFb FRET: Runt domain-CBFb interaction inhibition; Q01196+Q13951; Cerulean-Runt/Venus-CBFb FRET ratio 530/480, 1 h; inhibition, % at 20 µM; actives 0.46% (n = 220,000);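 active = inhibition over about 50% at 20 µM in the single-dose screen, limit read from the data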;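 note: 0% = DMSO wells and 100% = excess unlabeled CBFb competitor control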
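Measured by: fluorescence energy transfer, 422 nm excitation, 530/480 nm emission; Assay system: Cerulean-Runt domain; Medium: Tris pH 7.5 buffer with BSA; Measure: loss of energy transfer signal; Controls: 5 µM unlabeled CBFb as full-inhibition high control; Incubation: protein complex preformed 1 h, compound exposure 1 h, room temperature, dark.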
14-3-3 Bad inh: disrupts binding of bovine 14-3-3 zeta to phospho-Bad peptide; inhibition, % at 21.7 µM; TR-FRET 14-3-3zeta/Dy647-pBad peptide displacement, 1 h; actives 0.71% (n = 220,000); P63103;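 active = inhibition above about 70%, limit read from the data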;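 note: 0% = full 14-3-3 plus peptide FRET controls and 100% = background without 14-3-3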
Target sequence (P63103 whole entry, looked up): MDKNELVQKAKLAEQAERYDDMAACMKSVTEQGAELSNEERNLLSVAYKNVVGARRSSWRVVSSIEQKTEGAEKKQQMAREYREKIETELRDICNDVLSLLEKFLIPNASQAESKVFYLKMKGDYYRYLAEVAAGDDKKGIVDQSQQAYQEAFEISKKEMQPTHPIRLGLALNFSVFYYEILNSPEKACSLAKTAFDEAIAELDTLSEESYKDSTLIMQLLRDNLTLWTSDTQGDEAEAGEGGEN
Starred values were filed as active, the others as inactive; x = not tested or not shown; [ ] = another dose, or the depositor's remark.

SMILES	Runt-SMMHC FRET	MDM2 E3 inh	Tb hexokinase	Hck Nef HTS	NCF1 inh	L929 necroptosis	EBV gp42 block	Runt-CBFb FRET	14-3-3 Bad inh
Cc1ccc(-c2cc(C(=O)Nc3ccc(S(=O)(=O)Nc4onc(C)c4C)cc3)c3ccccc3n2)cc1	-8	-2	-1	-8	-13	4.3	19	-12	3
CN(Cc1nc2ccccc2c(=O)[nH]1)c1ccccc1	1	-2	35	0	2	1.4	1	0	-36[fluorescence artefact?]
C[C@H](NS(=O)(=O)c1ccc(Cl)c(Cl)c1)C(=O)OCc1cc(=O)n2cc(Br)ccc2n1	-6	-12	-15	4	-5	-1.2	1	-2	-2
Cc1ccc(/C=C2/SC(=S)N(CCC(=O)N3CCN(c4ccccc4)CC3)C2=O)cc1	-1	-4	-3	-1	-12	0.1	-26	0	1[fluorescence artefact?]
CC(Sc1ccsc1[N+](=O)[O-])C(=O)NCc1ccccc1 (stereo not given)	6	-15	-3	15	-5	-0.8	-3	1	7
O=C(NCCCO)c1ccc2[nH]c3c(c2c1)CCCC3	1	-11	-3	0	-13	-0.2	-24	3	3
COCCNC(=S)N(CCc1c(C)[nH]c2ccc(C)cc12)Cc1cc(OC)c(OC)c(OC)c1	-9	x	-4	-3	-10	1.8	-11	-1	-4
CC(C)c1cc(NC(=O)CSc2nnc(-c3ccccc3F)n2C)on1	3	-11	-1	1	-6	0.2	-11	0	-2
Cc1nc2ccc(S(=O)(=O)NC(C(=O)NC3CCCC3)C(C)C)cc2s1 (stereo not given)	-7	-9	0	5	8	0.1	-5	1	4
CC(C)Oc1ccc(C(=O)CCN2CCCCC2)cc1	11	-16	2	-3	-8	1.1	-3	7	-6
Cc1ccccc1P(=O)(CO)c1ccccc1C	1	4	-3	-1	-5	0.1	-11	0	-1[fluorescence artefact?]
Cc1ccc(-c2nn(C)c(=O)c3ccccc23)cc1CNS(C)(=O)=O	-4	12	1	1	-6	0.0	-4	1	1
CCOC(=O)N1CCC(NC(=O)C(NS(=O)(=O)c2cccc3nsnc23)c2ccccc2)CC1 (stereo not given)	0	-8	-9	11	-13	-0.7	-10	-1	-9
Cc1ccc(N2CC(C(=O)Nc3ccncc3)CC2=O)cc1 (stereo not given)	-3	-22	-2	0	-9	-0.1	10	2	2
Cc1cc(=O)oc2c1c(C)nn2-c1cccc(Cl)c1	3	-9	-1	4	-8	0.9	-4	-6	-9
CC(=O)Nc1c([N+](=O)[O-])cc2[nH]c(=O)[nH]c2c1[N+](=O)[O-]	5	4	-10	21	-10	1.5	-9	5	-15
COCCn1nnnc1C(CC(C)C)N1CCN(C(=O)c2ccco2)CC1 (stereo not given)	0	-1	-2	-9	-7	1.6	-4	0	6
O=C(CCn1c(=O)sc2ccccc21)Nc1nccs1	1	-2	3	-18	-18	0.9	-22	1	0[fluorescence artefact?]
COC(=O)CSC1=C(C#N)C(c2ccccc2F)CC(=O)N1 (stereo not given)	-5	-5	-13	30	-11	-1.3	-17	4	-10
Cc1ccccc1C(=O)N1CCN(c2ncnc3c2cnn3-c2ccccc2)CC1	-3	-6	-8	-1	2	-0.1	-6	1	-8
COc1ccc(CCN2C(=O)CN(Cc3ccccc3)CC2=O)cc1OC	6	-17	0	3	-1	x	-4	-2	4
CC(C)C[C@@H](CSc1ccc(Br)cc1)N1CCN(C)CCC1=O	-3	11	-6	20	12	-0.5	-15	1	3
CC1(C)C2CC=C(/C=N/NC(=S)Nc3cccnc3)C1C2 (stereo not given)	1	-13	-5	20	-5	2.2	-7	2	-15
Cc1c(N=Nc2ccc(N(C)C)cc2)c(=O)n(-c2ccccc2)n1C	-26	9	-8	23	-21	54	-76	-6	-1
CCC(=O)N(Cc1cc2ccccc2[nH]c1=O)c1ccc(OC)cc1	-1	-4	-15	0	-13	-0.2	-21	3	-16
Cc1nn(CCCC(=O)Nc2ccccn2)c(C)c1[N+](=O)[O-]	-3	-1	-4	14	-2	2.2	-14	2	-12
O=C(NCC(O)COc1ccc([N+](=O)[O-])cc1)Nc1ccccc1 (stereo not given)	-1	-12	-17	5	-6	0.2	-11	1	-4
O=c1[nH][nH]c(C(F)(F)F)c1C=NCc1cccc(Cl)c1	2	-18	-21	-16	7	-0.3	14	0	0
Cn1cccc1-c1cc(C(=O)N/N=C/c2cccc(O)c2)[nH]n1	3	26	-12	30	-18	67	-3	10	-19
FC(F)(F)c1cc(-c2ccccc2)nc(N2CCCCCC2)n1	-1	0	2	1	-11	-0.4	-9	-3	6
Cc1nc2c(ncn2-c2ccccc2)c(=O)n1NC(=O)CN1CCCC1	0	-14	-8	16	0	-0.1	-7	0	-4
CCOC(=O)c1cc(OC(=O)c2ccccc2)n(-c2ccccc2)n1	1	-15	-12	1	11	-0.1	-16	1	13[fluorescence artefact?]
CCC(C)(C)NC(=O)Cc1ccc(F)cc1	-8	-4	4	-8	-11	37	15	-1	-12
O=C(c1ccc2c(=O)n3c(nc2c1)CCCCC3)N1CCN(c2ccccc2)CC1	2	-10	-13	6	-4	0.8	-6	-1	-4
Cc1cc(NC(=O)CSc2nc(N)c(NC(=O)c3ccccc3)c(=O)[nH]2)no1	-3	3	-3	-25	1	2.3	-11	0	-8
O=C(/C=C/c1ccc(Cl)cc1)NC(=S)NN1CCCCC1c1cccnc1 (stereo not given)	8	-18	-9	2	-16	0.2	-1	3	-2[fluorescence artefact?]
Cn1c(N2CCN(S(=O)(=O)c3ccc(F)cc3)CC2)nc2ccccc21	5	-5	4	18	12	3.6	3	1	-4
O=C(Nc1ccc(N2CCN(C(=O)c3ccco3)CC2)cc1)c1ccc(F)cc1	2	-10	-2	-2	-9	9.0	-6	1	-21
O=C(CSc1nc(-c2ccccc2)c(-c2ccccc2)o1)Nc1nnc(-c2ccccc2)s1	-1	-7	-9	1	-7	0.6	-27	0	3
O=C(O)CC1(CC(=O)NCc2ccccn2)CCCCC1	-2	-6	-10	9	-7	1.1	-8	1	-12
O=C(N/N=C/c1ccc(N2CCCC2)c([N+](=O)[O-])c1)c1cccnc1	2	x	-48	8	-5	1.0	-14	12	-11
CCN(CC)S(=O)(=O)c1ccc(C(=O)Nc2nnc(-c3ccco3)o2)cc1	0	-9	-14	2	-5	0.9	-5	2	-25
O=C(Cn1nnc(-c2cccs2)n1)NCc1ccccc1	-3	-9	-4	1	-5	0.2	2	0	-6
O=C(Nc1ccccc1C(F)(F)F)NC1CCCCCCC1	-1	-7	-3	-1	0	1.2	-11	-2	1
CCN(CC)C(=O)c1cc2sc3ccccc3c2s1	-2	1	-10	4	-7	13	-30	-2	-9
O=C(Nc1cccc(C(F)(F)F)c1)c1cccnc1	4	-3	-2	1	-3	0.1	-9	1	1
CCCCOC(=O)N1CCOCCOCCOCCOCC1	-2	-12	6	1	-3	-0.5	-13	-1	2
COc1ccc(O)c(C2NC(CC(C)C)(C(=O)O)C3C(=O)N(Cc4ccccc4)C(=O)C23)c1 (stereo not given)	1	-13	9	-11	2	1.9	-16	3	-3
Cc1ccc(NC(=O)C2C3C=CC4(CN(Cc5cccnc5)C(=O)C24)O3)cc1F (stereo not given)	0	-2	-4	-4	7	0.8	-10	2	13
CCCc1cc2c(cc1NC(=O)c1ccccc1Cl)OCO2	-2	-3	0	0	2	1.3	-20	-3	-4[fluorescence artefact?]
New compounds follow
SMILES	Runt-SMMHC FRET	MDM2 E3 inh	Tb hexokinase	Hck Nef HTS	NCF1 inh	L929 necroptosis	EBV gp42 block	Runt-CBFb FRET	14-3-3 Bad inh
Cc1ccc(OCC(O)Cn2c(N)nc3c2c(=O)n(C)c(=O)n3C)cc1 (stereo not given)	x	1	-4	15	3	41	8	x	-15
CNc1nnc(CSc2nc3ccccc3s2)s1	-2	-14	2	8	-7	-0.2	-14	-1	15[fluorescence artefact?]
CC1CCc2c(sc3ncnc(N4CCOCC4)c23)C1 (stereo not given)	0	-7	-2	5	-7	1.0	-5	2	5
CCCNC(=O)CN(C1CCCCC1)S(C)(=O)=O	-6	-14	-10	-1	-7	-0.1	-16	0	0
CCOCc1nnc(NC(=O)c2ccc(NC(C)=O)cc2)s1	-1	-3	-15	21	0	0.9	0	0	-6
COc1cccc(CSc2nnc(C(F)(F)F)n2Cc2ccc(F)cc2)c1	-3	-3	2	1	-4	-0.3	9	-4	-3
N#CCSc1ncnc2ccccc12	-2	-15	2	-17	1	-1.3	0	-1	5
COc1ccc(C2Nc3ccccc3C(=O)N2Cc2ccco2)cc1COc1ccc(F)cc1 (stereo not given)	-2	x	6	5	-27	-0.4	-18	0	0
O=C1c2ccccc2C(=O)N1CCc1c[nH]c2ccc(O)cc12	3	12	-1	22	-13	-0.7	6	2	-10
CCOC(=O)C1CCCN(CC(O)COCc2ccc3c(c2)OCO3)C1 (stereo not given)	0	6	-2	24	1	0.8	-11	-1	-3

Three entries from above, ordered by the value under Tb hexokinase, highest first:
Compound,Tb hexokinase
COc1cccc(CSc2nnc(C(F)(F)F)n2Cc2ccc(F)cc2)c1,2
CCOC(=O)C1CCCN(CC(O)COCc2ccc3c(c2)OCO3)C1 (stereo not given),-2
Cc1ccc(OCC(O)Cn2c(N)nc3c2c(=O)n(C)c(=O)n3C)cc1 (stereo not given),-4

Other records:
SMILES	Runt-SMMHC FRET	MDM2 E3 inh	Tb hexokinase	Hck Nef HTS	NCF1 inh	L929 necroptosis	EBV gp42 block	Runt-CBFb FRET	14-3-3 Bad inh
CN(CCOC(=O)c1ccccc1)Cc1ccccc1	4	7	-5	5	-1	0.2	-6	-3	-16
CCN(Cc1ccccc1)c1ccc(/C=N/NC(=O)c2cccc(S(=O)(=O)N3CCOCC3)c2)cc1	-39	-15	15	0	-28	2.4	-36	-131	13[fluorescence artefact?]
Cc1nc2cc3ccccc3cc2c(=O)[nH]1	30	-7	-10	15	-6	-0.5	-9	14	-3
COc1ccccc1NC(=O)CSc1nnc(C2CCCCC2)o1	2	-17	-5	-2	-19	4.3	-5	0	-3
CCOc1ccc(CC(=O)NCC2(N3CCCCC3)CCCCC2)cc1	-2	-17	-3	22	-18	-0.4	-23	-1	-9
CC(C)C(CC(=O)NCc1ccco1)c1ccco1 (stereo not given)	2	1	13	-3	-11	0.0	-11	1	4
COc1ccc(-c2noc(CSc3nc4sc(C)c(C)c4c(=O)n3-c3ccccc3)n2)cc1OC	-1	5	-29	6	-30	-0.6	-4	-3	11[fluorescence artefact?]
COc1ccc(OCC(=O)Nc2ccncc2)cc1	-1	x	-6	22	-18	1.0	-5	0	-4
CC1(CCc2ccc3c(c2)OCO3)NC(=O)c2ccccc2N1 (stereo not given)	6	-2	-3	9	-4	0.1	-7	2	13
COCCn1c(C)cc(C(=O)COC(=O)CCc2ccc(S(=O)(=O)N3CCOCC3)cc2)c1C	-6	-29	-6	2	-1	-0.2	-21	-2	-3
COc1ccc(-n2nc(C(=O)Nc3nc4ccc(OC)cc4s3)c3ccccc3c2=O)c(OC)c1	-2	-4	-11	10	-7	2.4	-9	-4	12
O=C(CCc1ccccc1)Nc1cccc(-c2nnc(-c3ccco3)o2)c1	3	-31	6	13	-7	0.2	8	-2	-6
